TbREL1 inh – TbREL1 RNA ligase inhibitors, primary screen, biochemical, FRET fluorescence. RNA-editing ligase 1, mitochondrial (Trypanosoma brucei brucei), P86926. TbREL1 RNA ligation. inhibition, % at 9.66 µM. 89,000 tested, 0.49% active. AID 1117264, 2014;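 active = inhibition above the mean inhibition across all screened compounds plus 3 SD, cut at about 11% in these data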;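 also: 0% = plate median of test wells and 100% = NSC42067 control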
Target sequence (P86926 whole entry, looked up): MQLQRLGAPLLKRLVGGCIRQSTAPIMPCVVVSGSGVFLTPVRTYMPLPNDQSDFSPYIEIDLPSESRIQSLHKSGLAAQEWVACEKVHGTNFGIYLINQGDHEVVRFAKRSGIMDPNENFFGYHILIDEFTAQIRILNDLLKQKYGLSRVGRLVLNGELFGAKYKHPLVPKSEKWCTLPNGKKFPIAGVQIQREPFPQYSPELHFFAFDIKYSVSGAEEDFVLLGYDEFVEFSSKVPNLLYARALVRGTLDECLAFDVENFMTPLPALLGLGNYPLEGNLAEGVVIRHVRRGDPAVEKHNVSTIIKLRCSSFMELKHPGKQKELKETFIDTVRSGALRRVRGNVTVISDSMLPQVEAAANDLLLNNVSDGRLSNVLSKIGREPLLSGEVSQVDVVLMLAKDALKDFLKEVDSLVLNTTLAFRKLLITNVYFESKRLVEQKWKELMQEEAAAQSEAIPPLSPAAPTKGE
* marks the source's active call; other numbers are inactive results.

structure | TbREL1 inh
CC(=O)c1ccc(NC(=O)CN2C(=O)NC3(CCCc4ccccc43)C2=O)cc1 (stereo not drawn) | 4
Cc1cc(=O)[nH]c(SCC(=O)Nc2cccc(C)c2C)n1 | 0
C/C(CC(=O)Nc1ccc(OCc2ccccc2)cc1)=N\NC(=O)C(=O)Nc1ccccc1C | 6
COc1ccccc1/C=C/C=N/NC(=O)c1cnccn1 | 3
Cc1ccc2c(C)nc(Nc3ncc4c(n3)CCCC4=O)nc2c1 | 8
Cc1ccc(NC(=O)c2ncn(CC(=O)NCc3nc4ccccc4[nH]3)n2)cc1C | 11
C[C@@]12C(=O)N(c3cccc(Cl)c3)C(=O)N1[C@@H]1c3ccccc3OC[C@@H]1[C@H]2c1ccccc1 | 1
CC(C)C(NC(=O)c1ccccc1)C(=O)NC1CCCc2ccccc21 (stereo not drawn) | -1
Cc1cc(Nc2ccc(F)cc2F)n2nc(C)nc2n1 | 5
O=C1C2CCCCC2C(=O)N1c1ccc(NC2CCN(Cc3ccccc3)CC2)c([N+](=O)[O-])c1 (stereo not drawn) | -2
COc1ccc(CN(C)C[C@@H]2OCCCC[C@@H](C)Oc3ccc(N(C)C)cc3C(=O)N([C@H](C)CO)C[C@@H]2C)cc1 | -6
O=C(CSc1nnc(-c2ccco2)n1-c1ccc(Cl)cc1)Nc1ccccc1-c1ccccc1 | 1
Cc1ccc(NC(=S)N(CCCN(C)C)Cc2cc3cc4c(cc3[nH]c2=O)OCO4)c(C)c1 | 2
CCOc1cccc(-c2nnc3n2N=C(c2ccc(OC)cc2)CS3)c1 | -4
CCOC(=O)C1=C(COC(=O)/C=C/c2ccc(F)cc2)NC(=O)NC1C (stereo not drawn) | -3

structure | TbREL1 inh
C=CCC[C@@H](Cc1ccc(F)cc1)C(=O)OCCNC(=O)[C@@H](CC=C)CC(=O)N(CCO)Cc1ccccc1 | 4
NC(=O)c1c(NC(=O)CSc2nnc(-c3ccccc3)n2CC2CCCO2)sc2c1CCC2 (stereo not drawn) | -3
Nc1nc2c(s1)C(=O)CCC2 | -3
COCCCNC(=O)CCC(=O)NNc1nc2ccccc2c2nc(-c3ccccc3)nn12 | -2
CCn1c(COc2cccc(OC)c2)nnc1SCC(=O)Nc1cccc(OC)c1 | -3
Cc1ccc(OCC(=O)Nc2cccc(-c3nnc(-c4ccccc4)o3)c2)c(C)c1 | -2
O=C(/C=C/c1ccc2ccccc2n1)N1CCN(S(=O)(=O)c2ccccc2F)CC1 | 7
CC(=O)Nc1ccc(NC(=O)CSc2nc3nc(-c4cccs4)cc(C(F)(F)F)c3c(=O)[nH]2)cc1 | -2
CC1(C)NC(=O)N(CCOc2ccc([N+](=O)[O-])cc2)C1=O | 3
Cc1cc(Br)ccc1NC(=O)CN(C)C(=O)CCSc1ccc(F)cc1 | 3
COc1ccc(/C=C/C(=O)N(C)C2CCCCC2)cc1Br | 4
CC[C@H](C)[C@@H]1NC(=O)c2cc([N+](=O)[O-])cc(F)c2NCCCC[C@@H](C(N)=O)NC(=O)[C@H](CCCCN)NC1=O | 5
O=C(c1ccncc1)N1CCN(c2ccc(F)cc2)CC1 | 5
COc1cc(OC)cc(C(=O)NNC(=O)c2ccc3ccccc3n2)c1 | -7
O=C(N/N=C/c1ccncc1)c1ccc2c(c1)OCO2 | 4

Structural class, the compounds so far with sulfur.
structure | TbREL1 inh
Cc1cc(=O)[nH]c(SCC(=O)Nc2cccc(C)c2C)n1 | 0
O=C(CSc1nnc(-c2ccco2)n1-c1ccc(Cl)cc1)Nc1ccccc1-c1ccccc1 | 1
Cc1ccc(NC(=S)N(CCCN(C)C)Cc2cc3cc4c(cc3[nH]c2=O)OCO4)c(C)c1 | 2
CCOc1cccc(-c2nnc3n2N=C(c2ccc(OC)cc2)CS3)c1 | -4
NC(=O)c1c(NC(=O)CSc2nnc(-c3ccccc3)n2CC2CCCO2)sc2c1CCC2 (stereo not drawn) | -3
Nc1nc2c(s1)C(=O)CCC2 | -3
CCn1c(COc2cccc(OC)c2)nnc1SCC(=O)Nc1cccc(OC)c1 | -3
O=C(/C=C/c1ccc2ccccc2n1)N1CCN(S(=O)(=O)c2ccccc2F)CC1 | 7
CC(=O)Nc1ccc(NC(=O)CSc2nc3nc(-c4cccs4)cc(C(F)(F)F)c3c(=O)[nH]2)cc1 | -2
Cc1cc(Br)ccc1NC(=O)CN(C)C(=O)CCSc1ccc(F)cc1 | 3

Gathered by group: the entries above with a thiophene ring, fused or not (2)
structure | TbREL1 inh
NC(=O)c1c(NC(=O)CSc2nnc(-c3ccccc3)n2CC2CCCO2)sc2c1CCC2 (stereo not drawn) | -3
CC(=O)Nc1ccc(NC(=O)CSc2nc3nc(-c4cccs4)cc(C(F)(F)F)c3c(=O)[nH]2)cc1 | -2

(cont.)
structure | TbREL1 inh
CC1CCc2nn(CC(=O)NCCN3CCCCC3C)cc2C1 (stereo not drawn) | -2
c1ccc(-c2csc3ncn4nnnc4c23)cc1 | -3
O=C(c1ccc(Cl)c(S(=O)(=O)N2CCOCC2)c1)N1CCCC1 | 3
O=C(CCN1C(=O)c2ccccc2C1=O)N1CCN(C2c3ccccc3-c3ccccc32)CC1 | -4
CC1CCCCC1NC(=O)CN1C(=O)NC(C)(c2ccc(OC(F)F)cc2)C1=O (stereo not drawn) | 2
O=c1c2ccccc2sn1-c1ccccc1F | -1
O=C(/C=C/c1ccccc1)Nc1ccc(Br)cn1 | 2
Cc1ccccc1NC(=O)CSc1ccc(-c2cccnc2)nn1 | 3
COc1cccc(/C=N/n2c(N)c(S(=O)(=O)c3cccs3)c3nc4ccccc4nc32)c1 | 2
Cc1ccc(S(=O)(=O)NC(CC(N)=O)C(=O)O)cc1 (stereo not drawn) | 6
COC(=O)C1N[C@@H]([C@@H](NC(=O)COc2ccccc2)C(=O)NC2CC2)SC1(C)C (stereo partly drawn) | 1
CCCOc1ccc(C(=O)C(CN2CCOCC2)c2ccccc2)cc1 (stereo not drawn) | 0
CS(=O)(=O)Nc1ccc(N2CCN(c3ccc(C(F)(F)F)cn3)CC2)nc1 | -5
CCOC(=O)c1c(NC(=O)CN2C(=O)CN(C)C2=O)sc(C)c1C | 0
CC(C)(C)OC(=O)N[C@@H](Cc1ccccc1)C(=O)N[C@@H](CO)[C@H](O)[C@@H]1C[C@@H]1C(=O)N1CCCC1 | -2

structure | TbREL1 inh
O=C(NCCCc1ccccc1)OC1CC2CC1[C@H]1CCCCN1[C@H]2Cc1ccccc1 (stereo partly drawn) | -3
COc1ccccc1C1(CCNC(C)c2cccs2)CCOC(C(C)C)C1 (stereo not drawn) | 4
O=C(CCC(=O)c1cccs1)NCc1cccc(Cl)c1 | -1
c1ccc(Cn2nnc(-c3ccccc3)n2)cc1 | 2
CCCNc1nc(N)nc(-c2cc(Cl)ccc2OC)n1 | -1
CCOCCCNC(=O)/C(C#N)=C/c1cc(C)c(O)c(C)c1 | -3
CC(Cl)C(=O)NN=C(c1ccccc1)c1ccccc1 (stereo not drawn) | 0
COCCCN1CN=C(Nc2nc3ccccc3o2)NC1 | 1
Cc1ccccc1NC(=O)COC(=O)c1ccc2c(c1)C(=O)N(CCCN1CCOCC1)C2=O | -2
Cc1cc(-c2ccc(/C=N/n3cnnc3)o2)c([N+](=O)[O-])cc1C | 3
C=CCSC1=C(C#N)C(c2ccc(C(C)C)cc2)CC(=O)N1 (stereo not drawn) | 1
CCOc1cccc(/C(O)=C2/C(=O)C(=O)N(CCOC)C2c2ccc(C)o2)c1 (stereo not drawn) | 4
O=c1[nH]c2nc(Br)[nH]c(=O)c2[nH]1 | 0
COc1ccccc1Nc1nc(-c2cccc([N+](=O)[O-])c2)nc2ccccc12 | 1
CC(=O)c1ccc(S(=O)(=O)Nc2ccc(-n3c(C)nc4ccccc4c3=O)cc2)cc1 | -2

structure | TbREL1 inh
Cc1ccc(NS(=O)(=O)c2ccc(OCC(=O)N3CCOCC3)cc2)cc1 | 0
Nc1ccc(NC(=O)c2ccccc2)c2c1C(=O)c1ccccc1C2=O | 0
CCOc1cccc(=O)c2c(C)n(CC3CCCO3)c(C)c12 (stereo not drawn) | -1
CC(C)OC(=O)C1=CNCC(C)(C)c2c1[nH]c1cc(F)ccc21 | -7
Cc1ccc(C)n1-c1ccc(N2CCOCC2)cc1 | -3
CCCCOc1ccc(S(=O)(=O)Nc2cccnc2)cc1 | 4
CC(C)c1ccc(CN(C(=O)C2COc3ccccc3O2)C2CCS(=O)(=O)C2)cc1 (stereo not drawn) | -2
Cc1ccccc1C(=NC(=O)c1ccccc1)c1ccccc1 | 0
N/C(=N\OC(=O)c1ccc2ccccc2c1)c1ccccc1Cl | 4
COC(=O)c1nn(-c2ccc(Cl)cc2)c(=O)cc1Sc1ccccn1 | 0
Cc1cccc(NC(=O)c2cccc(N3C(=O)C4CCC(C)CC4C3=O)c2)c1C (stereo not drawn) | 3
Cc1cc(NC(=O)COC(=O)/C=C/c2ccc(C)o2)no1 | -2
CN(C(=O)CSc1cccc[n+]1[O-])c1ccccc1 | 6
O=C(CCCc1ccccc1)Nc1cccc(C(=O)O)c1 | 2
COc1ccc(S(=O)(=O)N2CCCCCC2)cc1NC(=O)c1c2c(nc3ccccc13)CCN(Cc1ccccc1)C2 | 4

structure | TbREL1 inh
Cn1nc(-c2ccc(Cl)cc2)c2cc(C(=O)NCc3ccco3)sc21 | 0
COC(=O)C1=CO[C@@H](O)C2C(CO)=CCC12 (stereo partly drawn) | -1
Cc1ccn2cc(C(=O)NCc3ccco3)nc2c1 | -1
O=C(O)c1cc(-n2nnnc2SCc2ccccc2F)ccc1Cl | 6
CCCN1C(=O)C(=O)c2cc(C)ccc21 | 6
CCn1nc(C)c(C2C(C#N)=C(N)OC3=C2C(=O)CCC3)c1C (stereo not drawn) | -1
CC1CN(CCCCOc2cccc(Oc3ccccc3)c2)CC(C)O1 (stereo not drawn) | 2
CC(C)NC(=O)c1ccccc1NC(=O)Cc1ccc(Cl)cc1 | -1
C[C@@H](CN=[N+]=[N-])CN1CC[C@H](O)CCC1=O | 0
CC(C)(Oc1ccc(Cl)cc1)C(=O)NCC(c1ccco1)N1CCCCC1 (stereo not drawn) | 2
Clc1cccc2c1C1CC2CCN1Cc1ccccc1 (stereo not drawn) | 0
c1ccc2sc(NC3=NCN(Cc4ccc5c(c4)OCO5)CN3)nc2c1 | 4
COc1cc(SC)ccc1C(=O)NCC1CCCCC1 | 4
CCN(CC)c1ccc(N=Cc2ccc(N(CC)CC)cc2O)cc1 | -4
CC(C(=O)NCC1CCCCC1)N(C)Cc1ccc(Br)cc1 (stereo not drawn) | 0

structure | TbREL1 inh
CCC(C)NC(=O)C1CCCN(C(=O)Nc2ccc(F)cc2)C1 (stereo not drawn) | 1
O=C(CS(=O)(=O)c1ccc(Cl)c(Cl)c1)Nc1ccccc1Cl | 1
C/C(=N\NC(=O)C1COc2ccccc2O1)c1ccc(N2CCOCC2)cc1 (stereo not drawn) | -2
CC(=O)NN1C(=O)c2ccccc2NC1c1ccccc1F (stereo not drawn) | 2
OCc1cn(-c2ccccc2)nc1-c1ccc2c(c1)OCCO2 | 3
CC(C)N(Cc1ccccc1)C(=O)CN1C(=O)c2ccccc2C1=O | -2
COc1cc(NC(=O)CN2CCN(S(=O)(=O)/C=C/c3ccccc3)CC2)cc(OC)c1OC | -3
O=S(=O)(Nc1ccc(C(F)(F)F)cc1)c1cccs1 | 0
Cc1ccc(S[C@@H](CCN2CC[C@H](C(C)(C)C)CCC2=O)c2ccccc2)cc1 | 0
O=C1CCc2cc(S(=O)(=O)N3CCCC3C(=O)N3CCN(c4ccccc4F)CC3)ccc2N1 (stereo not drawn) | 0
Cc1ccc(-c2csc(N(CCO)CCCn3c(C(F)(F)F)nc4ccccc43)n2)cc1 | -4
c1ccc(CNc2nc3ccccc3n3cnnc23)nc1 | 3
O=C(Cn1cccc1)NC1CCCCCC1 | -1
Cc1cccc(NC(=O)c2ccccc2NC(=O)c2ccccc2)n1 | 1
COc1cccc(/C=N/Nc2ncnc3scc(-c4ccccc4)c23)c1O | -3

structure | TbREL1 inh
CCN1C(=O)[C@@H]2[C@@H](c3ccc(-c4ccc5c(c4)OCO5)c(OC)c3)N3CCCC[C@@]3(C(=O)OC)[C@@H]2C1=O | -2
CCCN1CCC(=O)N([C@H](CSc2ccc(OC)cc2)c2ccccc2)CC1 | 1
C=CCNC(=O)c1ccccc1SCc1c(C)noc1C | 4
Cc1ccc(SC(C)C(=O)Nc2c(C)n(C)n(-c3ccccc3)c2=O)cc1 (stereo not drawn) | 2
Cc1cc(F)ccc1S(=O)(=O)N1CCCOC1CNC(=O)C(=O)NCCN1CCOCC1 (stereo not drawn) | 1
Cc1ccc(-c2cc(-c3ccccc3)no2)c(O)c1 | 4
CCOC(=O)c1ccc(CC2SC(N)=NC2=O)cc1 (stereo not drawn) | 1
CCOc1ccc(C(CC(=O)O)NC(=O)C23CC4CC(CC(C4)C2)C3)cc1 (stereo not drawn) | 2
Cc1cc2c(c(=O)n1CC1CCCO1)C(c1ccco1)C(C#N)=C(N)O2 (stereo not drawn) | -3
Cc1ccc(CN2CCC(C)(Oc3ccc(Cl)cc3)C2)cc1 (stereo not drawn) | -2
CCOC(=O)c1ccc(NC=C2C(=O)OC3(CCCCC3)OC2=O)cc1 | 1
O=C(Nc1ccc(F)cc1)N(Cc1cccs1)Cc1cc2cc3c(cc2[nH]c1=O)OCO3 | 1
CC(=O)Oc1ccc(NC(=O)C2CCCCC2)c(C(=O)O)c1 | 1
C[c-]1[c-](C)[c-](C)[c-](C)[c-]1C.[Fe].c1cc2nccc(N3CCCC3)[c-]2c1 (stereo not drawn) | 14*
CCCCCOC(=O)C1=C(C)Nc2ncnn2C1c1cccs1 (stereo not drawn) | -2

structure | TbREL1 inh
Cc1ccccc1NC(=O)N1C2CCC1CC(O)(c1cccnc1)C2 (stereo not drawn) | -2
CNn1cnc2ccsc2c1=O | 0
Cc1ccc(S(=O)(=O)N2CCN(C(=O)CSc3nnnn3C)CC2)c(C)c1 | -1
CN(C)c1ccc(S(=O)(=O)NCC(=O)NCC2CCCCC2)cc1[N+](=O)[O-] | 3
COc1ccccc1CC(NC(C)=O)C(=O)NC1CCN(C(=O)c2cccc(Cl)c2)CC1 (stereo not drawn) | -3

From PubChem BioAssay

These rows are one share of the data (hit frequency here may not be typical).
